NPC1 promoter act = NPC1 promoter activation; hit rate 2.4% among 320,000; Huh7 NPC1 promoter luciferase reporter, 24 h; Potency, µM (series often up to 9.22 µM), without a hit: at the top dose activation, actives largely listed as activators;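 further: potency means the concentration at half of the fitted maximal effect; % of control where 0% means no effect; nearly all actives have a fitted effect of over 60% in size; reporter is driven by a mutant NPC1 promoter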
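Huh7 reporter cells (NPC1 promoter driving luciferase) are dosed with compound for 24 h at 37 °C, 5% CO2; luciferase detection reagent is then added and luminescence measured after 10 min at ambient temperature.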
FLuc modulator = inhibits or activates purified firefly luciferase, miR-21 counter-screen. P08659. purified FLuc, Km substrates, luminescence inhibition. Potency, µM (doses to about 57.5 µM), without a hit: at the top dose activity change, negative = inhibition, most hits filed as inhibitors. hit rate 6.9% among 360,000. AID 588342;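 further: potency means the concentration at half of the fitted maximal effect; plate controls were vehicle for no effect and reference inhibitor for full effect; nearly all actives have a fitted effect of over 55% in size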
Target sequence (P08659 whole entry, looked up): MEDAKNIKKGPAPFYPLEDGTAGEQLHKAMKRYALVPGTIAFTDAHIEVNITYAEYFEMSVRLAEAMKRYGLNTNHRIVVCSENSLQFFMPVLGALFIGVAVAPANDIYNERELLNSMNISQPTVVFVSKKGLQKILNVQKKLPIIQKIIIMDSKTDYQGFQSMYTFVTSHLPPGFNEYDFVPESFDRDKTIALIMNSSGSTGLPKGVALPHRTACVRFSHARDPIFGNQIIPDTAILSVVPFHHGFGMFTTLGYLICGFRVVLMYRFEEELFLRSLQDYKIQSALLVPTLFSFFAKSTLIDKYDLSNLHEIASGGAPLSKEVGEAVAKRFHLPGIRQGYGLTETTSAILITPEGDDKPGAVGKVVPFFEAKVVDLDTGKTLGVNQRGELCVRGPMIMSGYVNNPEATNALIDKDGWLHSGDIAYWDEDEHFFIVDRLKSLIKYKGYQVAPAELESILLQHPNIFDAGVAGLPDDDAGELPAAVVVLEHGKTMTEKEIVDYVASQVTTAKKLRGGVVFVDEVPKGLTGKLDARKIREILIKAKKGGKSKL
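Purified P. pyralis luciferase (10nM final) with 10uM D-luciferin and 10uM ATP (Km levels) in 50mM Tris acetate pH 7.5, 10mM Mg acetate, 0.01% Tween-20, 0.05% BSA; qHTS 6-point titration, ~60 µM downward; luminescence read.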
Rab9 prom act = Rab9 promoter activation; AID 485297; Potency, µM (series often up to 9.22 µM), for the others: top-dose activation, negative = inhibition, actives largely listed as activators; Huh7 Rab9 promoter-luciferase reporter, luminescence, 24 h; hit rate 2.8% among 320,000; further: potency means the concentration at half of the fitted maximal effect; % of control where 0% means no effect; nearly all actives have a fitted effect of over 60% in size
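Huh7 cells stably carrying a Rab9 promoter-luciferase reporter, 1500 cells per well in OP-MEM I with 10% FBS, treated with compound 24 hours at 37C. Luciferase activity read by luminescence after 10 minutes with Amplite reagent.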
Tb PFK block = T. brucei PFK enzyme inhibition | T. brucei PFK, ADP-Glo luminescence | hit rate 0.17% among 330,000 | O15648 | Potency, µM (highest dose often 57.5 µM), for the others: at the highest dose activity, negative = inhibition, actives largely listed as inhibitors;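 further: potency means the concentration at half of the fitted maximal effect; 0% = uninhibited 1x PFK enzyme wells and -100% = no-enzyme wells; nearly all actives have a fitted effect of over 60% in size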
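ADP-Glo luminescence quantified ADP after 45 min at room temperature, with 1.25 nM T. brucei PFK, 0.1 mM ATP and 0.5 mM fructose-6-phosphate in pH 8.0 TEA buffer. qHTS titrations up to 57 µM; curves classified by quality.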
Gal4-VP16 FLuc = Gal4-VP16 reporter inhibition counter-screen; Drosophila S2 Gal4-VP16 UAS-luciferase, luminescence, 20 h; Potency, µM (series often up to 53.6 µM), for inactives: at the highest dose activity, negative = inhibition, hits mostly inhibitors; hit rate 3.5% among 310,000; AID 2546;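 further: Gal4-VP16 expression switched on by copper sulfate through the metallothionein promoter; potency means the concentration at half of the fitted maximal effect; on the % scale 0 is the no-effect control and ±100 the full control effect; nearly all actives have a fitted effect of over 50% in size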
p53 reactivation = re-activators of mutant p53 | H1299 p53-A138V BP100-luciferase reporter, luminescence, 24 h | Potency, µM (titrated, usually from 92.2 µM), without a hit: at the highest dose activity change, positive = activation, actives largely listed as activators | hit rate 0.063% among 320,000 | AID 504706; further: potency means the concentration at half of the fitted maximal effect; % of control where 0% means no effect; nearly all actives have a fitted effect of over 45% in size
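H1299 (p53-null), stable ts p53-A138V + BP100-Luc; 1000 cells/well, Opti-MEM/10% FBS; cpd 4 pt, 1:5; 24 h, 37 deg C, 5% CO2; detection reagent 10 min RT; luminescence.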
BRCA1 expr act = BRCA1 expression activation; MCF7-BRCA1-FFLuc reporter, luminescence, 48 h; response scale: scaled: vehicle 0%, 10 µM genistein 100%; Potency, µM (titrated, usually from 46.1 µM), for inactives: top-dose activation, actives largely listed as activators; hit rate 1.1% among 380,000; further: potency means the concentration at half of the fitted maximal effect; nearly all actives have a fitted effect of over 80% in size; some results filed as inactive show a strong effect at the top dose
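First, MCF7-BRCA1-FFLuc cells (2000/well) attach for 2 h; next, compounds are pin-added and incubated 48 h at 37 °C; finally, luciferase reagent is added and luminescence read after 15 min.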
ELG1 genotoxic = inducers of genotoxicity in HEK293T ELG1-luciferase cells | AID 504466 | HEK293T ELG1-luciferase reporter, luminescence, 16 h | Potency, µM (doses to about 46 µM), for the others: at the top dose activity change, positive = activation, usual class: activators | hit rate 1.3% among 330,000; further: potency means the concentration at half of the fitted maximal effect; % of control where 0% means no effect; nearly all actives have a fitted effect of over 60% in size
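After overnight (16 hr) compound treatment at 37 °C, ELG1-luciferase HEK293T cells were lysed with ONE-Glo; luminescence quantified 30 min later at room temperature.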
RORgamma inh = blocks mouse ROR gamma transcriptional activity; P51450; Drosophila S2 Gal4-RORgamma UAS-luciferase reporter, 20 h; Potency, µM (doses to about 53.6 µM), for inactives: at the highest dose activity change, negative = inhibition, hits mostly inhibitors; hit rate 5.4% among 310,000; AID 2551; further: potency means the concentration at half of the fitted maximal effect; on the % scale 0 is the no-effect control and ±100 the full control effect; nearly all actives have a fitted effect of over 60% in size
Target sequence (P51450 whole entry, looked up, the tested form may be a part): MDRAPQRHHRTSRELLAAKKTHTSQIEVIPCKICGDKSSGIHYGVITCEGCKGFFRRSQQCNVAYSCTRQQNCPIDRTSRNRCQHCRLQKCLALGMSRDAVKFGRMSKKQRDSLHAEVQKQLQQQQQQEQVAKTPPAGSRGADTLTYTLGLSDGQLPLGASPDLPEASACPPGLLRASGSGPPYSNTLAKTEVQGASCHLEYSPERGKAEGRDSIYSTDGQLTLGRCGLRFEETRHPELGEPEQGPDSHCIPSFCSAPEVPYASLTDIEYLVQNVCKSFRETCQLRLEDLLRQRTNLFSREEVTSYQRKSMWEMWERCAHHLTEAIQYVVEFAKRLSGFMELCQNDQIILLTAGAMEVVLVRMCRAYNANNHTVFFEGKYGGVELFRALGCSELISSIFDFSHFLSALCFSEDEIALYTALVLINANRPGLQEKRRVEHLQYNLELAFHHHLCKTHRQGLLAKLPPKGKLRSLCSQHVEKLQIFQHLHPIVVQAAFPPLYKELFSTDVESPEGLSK
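ROR gamma transcriptional activity was tracked as Gal4-UAS luciferase output in stably transfected Drosophila Schneider cells, with compound added 1 hr before 700 uM copper sulfate induction and a 20 hr ambient-temperature incubation.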
ELG1 DNA repair = ELG1-dependent DNA repair inhibition; HEK293T ELG1-luciferase reporter, luminescence, 16 h; DNA damage induced by 5-fluorouridine; Potency, µM (top dose mostly 46.1 µM), for the others: at the top dose activity change, negative = inhibition, actives largely listed as inhibitors; hit rate 2.3% among 330,000; AID 504467; further: potency means the concentration at half of the fitted maximal effect; on the % scale 0 is the no-effect control and ±100 the full control effect; nearly all actives have a fitted effect of over 55% in size
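In this reporter screen, reduction of luminescence relative to DMSO vehicle indicated activity. Compounds and 5-fluorouridine were added together to 2,000 cells per well, incubated for 16 hr at 37 °C, then developed with ONE-Glo.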
TRPV1 ag = agonists of human vanilloid receptor 1 (TRPV1). Q8NER1. TRPV1-expressing cells, Fluo-8 calcium influx, agonist mode. activation, % at 8.33 µM. hit rate 0.19% among 320,000. AID 540275; in the data active means activation above about 80%; inconclusive means between about 30% and that limit; further: 0% is about no effect
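Fluo-8 calcium influx in TRPV1-expressing cells, kinetic read (ex 480/em 520 nm). Compound added and read 3 min for agonist activity, followed by capsaicin at EC20 final and 2 min further read for enhancement.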
Numbers without * were called inactive; ? = inconclusive; nt = not tested or not shown; [ ] = remark or other dose. Unless noted, the call rests on the fitted dose curve; in most records, active means well fitted curve in the direction sought with a large enough effect; inconclusive means small, poorly fitted or top-dose-only effect, or another doubt; inactive means no such curve, though single readings can be large; an effect the other way counts as inactive or inconclusive.

SMILES	NPC1 promoter act	FLuc modulator	Rab9 prom act	Tb PFK block	Gal4-VP16 FLuc	p53 reactivation	BRCA1 expr act	ELG1 genotoxic	RORgamma inh	ELG1 DNA repair	TRPV1 ag
CCCCC[C@H]1CN(C2CCCCC2)C(=O)[C@@H]1CC(=O)NCc1ccccc1	-4%	0%	-5%	-8%	-9%	11%	-41%	-4%	-1%	-4%	?
O=C(Cc1ccccc1)Nc1ccc(N2CCCCC2)cc1	1.8µM*	6µM*	?	-15%	-14%	20%	?	3.3µM*	-12%	?	?
COc1ccc2cc(-c3[nH]ncc3CN3CCCC3c3nonc3C)ccc2c1 (centres undefined)	8%	?	7%	3%	-5%	5%	-12%	4%	3%	4%	2
CCc1ccc(NC(=O)C2CCCN(S(=O)(=O)c3ccc4c(c3)CC(C)N4C(C)=O)C2)cc1 (centres undefined)	-3%	2%	2%	3%	-11%	nt	-29%	-8%	-30%	?	-1
CCCCNC(=O)c1ccc(S(=O)(=O)c2ccc(Cl)cc2)c(NC(C)=O)c1	-3%	5%	-11%	1%	3%	3%	-13%	-2%	24%	-16%	-1
CN1CCN(C(=O)C2=C[C@H](C(C)(C)C)C[C@H](OCCCCO)O2)CC1	1%	2%	-3%	-1%	-9%	-2%	8%	1%	-1%	9%	3
Cc1cccn2c(=O)nc(SCC(=O)N3CCC(C)CC3)nc12	2%	2%	-3%	-5%	nt	-2%	-3%	5%	nt	12%	0
CCn1c(SCC(=O)Nc2ccc(Cl)cc2)nc2nc3c(cc2c1=O)CCCC3	-3%	7%	-1%	2%	13µM*	-15%	-57%	-3%	14µM*	?	10
CC(=O)NC(CC(=O)Nc1cccc(S(=O)(=O)N2CCOCC2)c1)c1ccccc1 (centres undefined)	0%	1%	1%	-2%	nt	9%	0%	0%	nt	15%	-4
COCCSc1ccccc1C(=O)Nc1ccncc1	-2%	-7%	-1%	0%	0%	4%	10%	-18%	-21%	-24%	-5
NC(=O)CC(NC(=O)c1ccccc1)c1ccc(NCCN2CCOCC2)c([N+](=O)[O-])c1 (centres undefined)	3%	0%	0%	-1%	2%	nt	-3%	2%	9%	16%	-2
CCOc1ccc(Nc2nc(Cc3nnc(SCC(N)=O)o3)cs2)cc1	-2%	15µM*	-1%	0%	4%	7%	-21%	5%	-26%	6%	-5
CC(Oc1ccc(Br)cc1Br)C(=O)Nc1cccnc1Cl (centres undefined)	-1%	0%	1%	-2%	3%	0%	7%	0%	-2%	16%	5
Cc1cn(C(=O)CN2C(=O)c3ccccc3C2=O)c(C)n1	-1%	7%	0%	-1%	-6%	2%	-2%	-2%	-35%	21%	2
Cc1ccc(S(=O)(=O)NCCC(=O)NNC(=O)COc2ccccc2Cl)cc1C	7%	-1%	-9%	18%	nt	-8%	-13%	-4%	nt	1%	1
N#CC1=C(N)N(c2ccccc2)C2=C(C(=O)CCC2)C1c1cccs1 (centres undefined)	0%	6%	-3%	-1%	-1%	-16%	-6%	2%	-26%	7%	2
COc1cc(/C=N/NC(=O)c2cccnc2)ccc1OCC(=O)Nc1ccc(C)cc1	0%	-10%	1%	-17%	-7%	9%	13%	3%	8%	10%	-3
O=C1C(=O)N(C2CCS(=O)(=O)C2)C(c2cccc(O)c2)/C1=C(/O)c1ccc(Cl)cc1 (centres undefined)	-2%	0%	-2%	2%	-2%	-1%	-4%	-1%	0%	-5%	4
CC1CN(C(=O)c2ccccc2NS(=O)(=O)c2ccc(Cl)cc2)CC(C)O1 (centres undefined)	nt	nt	nt	5%	nt	-8%	6%	3%	nt	-2%	nt
CC1CCCCN1CCNC(=O)CC1Oc2ccccc2NC1=O (centres undefined)	0%	2%	3%	-2%	-2%	5%	-21%	-1%	1%	6%	2
O=C(CSc1nc(N2CCCCC2)nc(N2CCCCC2)n1)N1CCN(c2ccccc2)CC1	0%	0%	4%	-3%	-26%	3%	-71%	-20%	-17%	?	3
CC1SCCN1S(=O)(=O)c1ccc2ccccc2c1 (centres undefined)	-5%	4%	1%	0%	-11%	-5%	-14%	-1%	55%	-3%	1
Clc1ccc(-c2nc(/C=N/N3CCOCC3)c3ccccn23)cc1	12%	-1%	16%	0%	8%	2%	-23%	0%	?	?	0
C[C@H](OC(=O)c1[nH]cnc1C(=O)N1CCN(C(=O)OC(C)(C)C)CC1)c1ccccc1	nt	nt	nt	1%	nt	7%	-3%	-4%	nt	-20%	nt
CCCc1nnc(NC(=O)CCC(=O)NCc2ccccc2OC)s1	-1%	-2%	10%	3%	-15%	0%	-6%	-4%	24%	1%	2
O=C(Nc1nc2ccccc2[nH]1)c1ccccc1F	?	0.19µM*	-22%	?	1.8µM*	-35%[inhibitor]	?	?	0.71µM*	?	11
CCC(CC)C(=O)NCc1cccnc1	-2%	1%	-1%	-3%	1%	-2%	-8%	-1%	4%	-7%	-3
CCC(CC)C(=O)NCCNC(=O)C(CC)CC	1%	4%	-1%	2%	-13%	-10%	0%	0%	-19%	-5%	1
CCOc1cc(/C=C(\C#N)C(N)=O)ccc1OS(=O)(=O)c1ccccc1	-4%	-16%	-2%	-3%	?	-4%	-9%	4%	-67%	?	1
O=C(/C=C/c1ccco1)Nc1ccc2nn(-c3ccccc3)nc2c1	22%	-18%	?	-7%	?	?	3%	1%	11%	5%	-1
COc1ccc(C(=O)Nc2ccc(NC(C)=O)cc2)cc1S(=O)(=O)N1CCCC1	-1%	1%	-1%	1%	nt	2%	-9%	4%	nt	14%	-1
Cc1cccc(OCCOCCSc2ncccn2)c1	10%	-20%	16%	-1%	19%	?	14%	?	?	25%	22
O=S(=O)(NCc1cccs1)c1ccccc1Cl	0%	6%	-7%	-4%	nt	12%	-20%	1%	nt	1%	-1
COc1ccc(S(=O)(=O)N2CCC(C(=O)N3CCN(C)CC3)CC2)cc1OC	0%	0%	0%	4%	-4%	2%	-16%	1%	-21%	6%	-1
COc1ccc(S(=O)(=O)N(C)C)cc1NC(=O)CSc1nncs1	-11%	-7%	-3%	-1%	-14%	-1%	-14%	4%	7%	5%	-4
Cc1c(C(=O)N2CCCCCC2)c(S(=O)(=O)Nc2ccc(F)cc2)c(C)n1C	0%	-6%	-2%	0%	-3%	-5%	6%	1%	2%	?	-2
O=C(COC(=O)Cc1cccc(C(F)(F)F)c1)NC1CCS(=O)(=O)C1 (centres undefined)	4%	5%	1%	1%	nt	1%	0%	1%	nt	1%	-2
Cc1c(C(=O)NCc2cccnc2)oc2ccc(S(=O)(=O)N3CCCCCC3)cc12	-5%	4%	-11%	-9%	nt	-16%	-34%	-30%[inhibitor]	21%[0.365 µM]	18µM*	?
O=C(Cn1ccc(NC(=O)OCc2ccccc2)nc1=O)NCc1nc2ccccc2[nH]1	0%	-3%	-1%	-30%	nt	4%	7%	0%	nt	1%	-3
O=C(N/N=C(\c1ccccc1)c1cccnc1)c1cccc(F)c1	-13%	-5%	-37%[inhibitor]	0%	nt	?	-91%	16µM*	0.13µM*	?	?
O=C(NC1CC1)c1cc2c(s1)CS(=O)(=O)C2	-4%	-6%	0%	2%	13%	-1%	3%	3%	-3%	15%	-2
Cc1cc(C)cc(-n2c(C)c3c(C)nnc(C)c3c2C)c1	-11%	0%	-5%	-3%	-4%	-14%	-23%	-6%	-37%	-19%	2
CC1CCCCC12NC(=O)N(CC(=O)N1CCN(S(=O)(=O)c3ccc4c(c3)CCC4)CC1)C2=O (centres undefined)	-1%	-2%	?	3%	nt	11%	-17%	1%	nt	-8%	1
COC(=O)C1=C(C)N(c2ccc(OC)c(OC)c2)C(=O)/C1=C\c1cccs1	-2%	-1%	-5%	-1%	-3%	4%	-25%	5%	-2%	?	2
Cc1ccc2c(CN3CCN(S(=O)(=O)c4ccc5c(c4)OCCO5)CC3)cc(=O)oc2c1C	-17%	5%	-17%	-6%	-2%	-5%	-49%	-9%	7%	15µM*	0
O=C(CC1S/C(=N/N=C/c2cccs2)NC1=O)Nc1ccc(Cl)cc1 (centres undefined)	-2%	6%	1%	1%	?	-6%	-2%	-1%	?	-3%	1
CC(C)(C)c1ccc(C(=O)NNC(=O)c2cccc(-n3cnnn3)c2)cc1	-5%	?	-3%	4%	1%	0%	22%	0%	15%	16%	?
Cc1ccc(-c2cc(C(=O)N3CCCC3)no2)cc1	?	0.76µM*	?	-1%	7.1µM*	nt	-59%	0.23µM*	11µM*	?	?

Compound activity as filed in PubChem BioAssay.
